Compound activity: PubChem BioAssay, The Scripps Research Institute Molecular Screening Center
M4 ag: agonists of human muscarinic M4 receptor (CHRM4); P08173; CHO-K1 hM4/Gqi5, Fluo-8 calcium fluorescence; vehicle 0%, full acetylcholine response 100%; activation, % at 3 µM; hit rate 0.14% among 360,000; AID 624127;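 active = activation above the run mean over all test wells plus 3 SD, cut at about 32% in these data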;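 also: peak over basal fluorescence ratio per well then scaled between controls; 0% = DMSO wells and 100% = acetylcholine at EC100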
CHRM5 antagonist: CHRM5 antagonism in calcium assay. CHO-hM5 cells, Fluo-8 calcium fluorescence, ACh EC80. inhibition, % at 3 µM. hit rate 0.59% among 360,000;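 active = inhibition above a per-plate cutoff, the mean of that plate's test compounds plus 3 SD, cut at about 27% in these data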;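 also: 0% = acetylcholine EC80 with DMSO and 100% = DMSO without agonist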
Target sequence (P08912 whole entry, looked up): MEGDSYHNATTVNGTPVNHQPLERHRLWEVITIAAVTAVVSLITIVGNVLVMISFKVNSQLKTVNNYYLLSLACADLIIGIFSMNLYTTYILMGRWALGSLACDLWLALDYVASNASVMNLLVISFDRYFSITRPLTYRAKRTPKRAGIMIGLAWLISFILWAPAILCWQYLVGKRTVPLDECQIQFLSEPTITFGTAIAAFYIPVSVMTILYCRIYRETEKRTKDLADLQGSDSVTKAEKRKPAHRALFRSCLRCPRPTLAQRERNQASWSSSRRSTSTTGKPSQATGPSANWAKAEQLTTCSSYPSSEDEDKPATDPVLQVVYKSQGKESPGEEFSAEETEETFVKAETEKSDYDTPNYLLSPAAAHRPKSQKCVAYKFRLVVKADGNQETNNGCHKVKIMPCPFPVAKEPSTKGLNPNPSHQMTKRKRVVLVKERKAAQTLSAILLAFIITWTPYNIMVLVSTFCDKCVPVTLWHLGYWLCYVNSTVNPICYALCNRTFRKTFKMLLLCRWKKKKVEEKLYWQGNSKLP
M4 antag: CHRM4 antagonism in calcium assay; P08173; CHO-hM4 cells, ACh EC80, Fluo-8 calcium fluorescence; inhibition, % at 3 µM; hit rate 0.73% among 360,000; AID 624125;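 active = inhibition above its plate's cutoff, the mean inhibition of sample wells plus 3 SD, cut at about 27% in these data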;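 also: 0% = acetylcholine EC80 with DMSO and 100% = DMSO without agonist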
CHRM1 PAM: human CHRM1 positive allosteric modulation; P11229; CHO-K1 hM1, Fluo-8 calcium fluorescence, ACh EC20; 0% = ACh EC20, 100% = maximal ACh; activation, % at 3 µM; hit rate 0.088% among 360,000; in the data active = activation above about 19%, passing the limit was not always enough
Target sequence (P11229 whole entry, looked up): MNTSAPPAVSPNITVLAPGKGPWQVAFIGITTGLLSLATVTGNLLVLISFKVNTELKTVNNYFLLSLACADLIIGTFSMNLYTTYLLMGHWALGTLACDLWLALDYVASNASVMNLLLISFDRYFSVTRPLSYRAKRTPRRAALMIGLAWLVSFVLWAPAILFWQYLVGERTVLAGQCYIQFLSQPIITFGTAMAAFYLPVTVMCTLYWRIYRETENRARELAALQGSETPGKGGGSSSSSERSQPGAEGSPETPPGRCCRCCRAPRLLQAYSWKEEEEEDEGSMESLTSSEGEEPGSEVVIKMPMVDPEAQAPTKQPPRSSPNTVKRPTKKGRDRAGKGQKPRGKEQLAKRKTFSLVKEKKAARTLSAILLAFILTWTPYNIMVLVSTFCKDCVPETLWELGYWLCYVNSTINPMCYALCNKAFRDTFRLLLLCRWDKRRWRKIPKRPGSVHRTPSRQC
M5 ag: agonists of human muscarinic M5 receptor (CHRM5); hit rate 0.19% among 360,000; CHO-K1 hM5 cells, Fluo-8 calcium fluorescence; 0% DMSO wells, 100% maximal acetylcholine response; AID 624037; P08912; activation, % at 3 µM;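 active = activation above the run's mean over test compounds plus 3 SD, cut at about 23% in these data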;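 also: signal is peak over basal fluorescence ratio across the kinetic read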
TAAR1 ag: agonists of human TAAR1; hit rate 0.99% among 360,000; AID 624467; activation, % at 3 µM; Q96RJ0; CHO RD-HGA16 TAAR1, Fluo-8 calcium fluorescence; vehicle wells 0%, saturating PEA agonist 100%;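 active = activation above the mean activation of all test compounds in the run plus 3 SD, cut at about 38% in these data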
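System: CHO-derived RD-HGA16 cells with stable Gα16 and human TAAR1. Times: 17-24 h plating, Fluo-8 75 min 37 °C, 30 min RT. Measured by: calcium-sensitive Fluo-8 signal, excitation 470-495, emission 515-575 nm. Read-out basis: % activation relative to PEA EC100 response. Control set: DMSO and PEA EC100. Repeats: no replicates (n 1).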
M1 antag: human CHRM1 antagonism; P11229; CHO-K1 hM1, Fluo-8 calcium fluorescence, ACh EC80 antagonist; inhibition, % at 3 µM; hit rate 1.3% among 360,000; AID 588852;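 active = percent inhibition above its own plate's cutoff, namely the mean of that plate's compound wells plus 3 SD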;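 also: peak over basal fluorescence ratio during 140 s after agonist addition; 0% = ACh EC80 plus DMSO and 100% = DMSO alone without agonist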
M5 PAM: positive allosteric modulators of human muscarinic M5 receptor. P08912. CHO-K1 hM5, Fluo-8 calcium, ACh EC20 PAM; 0% = ACh EC20, 100% = ACh EC100. activation, % at 3 µM. hit rate 0.3% among 360,000. AID 624038;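 active = activation above the run cutoff, the mean activation of all test compounds plus 3 SD, cut at about 18% in these data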
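Test system: CHO-K1 hM5 cells / Doses: single-point, 3 µM nominal / Times: Post-acetylcholine fluorescence recording 140 s / Technique: Fluo-8 calcium fluorescence / Measure: Max/basal fluorescence ratio as % of EC20–EC100 ACh window / Benchmarks: low control EC20 acetylcholine (0%), high control EC100 acetylcholine (100%) / Replicates: one well per compound, no replicates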
CHRM1 agonist: agonists of human M1 muscarinic receptor; AID 588814; hit rate 0.33% among 360,000; P11229; activation, % at 3 µM; CHO-K1 hM1, Fluo-8 calcium fluorescence, agonist mode; 0% DMSO, 100% acetylcholine EC100;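 active = activation above the run's mean compound activation plus 3 SD, cut at about 16% in these data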;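 also: peak over basal fluorescence ratio within a 140 s kinetic read after compound addition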
Active calls of the source: *; . = no result given.

SMILES	M4 ag	CHRM5 antagonist	M4 antag	CHRM1 PAM	M5 ag	TAAR1 ag	M1 antag	M5 PAM	CHRM1 agonist
Cc1ccc(S(=O)(=O)N2CCOCC2)cc1C(=O)OCC(=O)NCc1ccccc1	3	2	-7	5	2	0	-13	-3	-2
CN(C)c1ccc(C2C3=C(CCCC3=O)OC3=C2C(=O)CCC3)cc1	0	2	12	-13	-6	5	21	-10	-5
CC1C/C(=N/NC(=O)c2cccc(F)c2)c2ccc(O)cc2C1 (stereo not drawn)	1	-6	-5	7	1	9	-12	0	-3
Cc1cc(C)c(NS(=O)(=O)c2ccc3c(c2)n(C)c(=O)n3C)c(C)c1	2	-3	-6	2	-5	1	-11	1	-1
COc1ccc(-c2nnn(CC(=O)N(CC(=O)NC3CCCC3)Cc3ccco3)n2)cc1OC	3	4	4	0	0	1	12	0	-5
CC1CCCCN1C(=O)COC(=O)c1cc(-c2cccs2)nn1-c1ccccc1 (stereo not drawn)	2	5	5	-26	-11	13	45*	-2	-7
COc1ccc(-n2c(Cc3cccn3C)nnc2SCC(=O)Nc2ccc3c(c2)OCO3)cc1	-2	-2	12	4	3	-1	1	-6	-1
O=C(CSc1nnc(NCc2ccccc2)s1)NC1CCS(=O)(=O)C1 (stereo not drawn)	1	-4	-5	2	-1	0	-20	5	-2
O=C(NCCC(c1ccccc1)c1ccco1)c1cccs1 (stereo not drawn)	1	-6	3	5	-1	.	-5	-2	-2
COc1ccc(-n2c(C)cc(/C=C3\C(=N)N4N=C(CC(=O)N5CCOCC5)SC4=NC3=O)c2C)c(OC)c1	0	6	5	6	-4	-1	-10	-4	-5
CCOCC(=O)Nc1nc2ccc(C)cc2s1	2	-4	-9	-1	-1	7	-4	11	-2
COc1ccc(OC(=O)c2ccc3nsnc3c2)cc1	2	1	-9	2	0	9	-32	0	8
O=C1NC[C@@H](CCCCN2C[C@H](Cc3ccc(O)cc3)N(CCc3ccccc3)C(=O)C2=O)N(CCc2ccccc2)C1=O	1	-4	-5	.	0	1	.	2	.
COC(=O)c1ccc(NC(=O)c2sc3nc(-c4ccccc4)cn3c2C)cc1	11	18	0	0	2	12	1	-8	-1
C=CCn1c(SCC(=O)NCc2ccco2)nc2sc3c(c2c1=O)CCC3	2	-3	0	2	-4	4	-30	-1	-5

4 compounds drawn at random from those above, as already listed:
SMILES	M4 ag	CHRM5 antagonist	M4 antag	CHRM1 PAM	M5 ag	TAAR1 ag	M1 antag	M5 PAM	CHRM1 agonist
O=C1NC[C@@H](CCCCN2C[C@H](Cc3ccc(O)cc3)N(CCc3ccccc3)C(=O)C2=O)N(CCc2ccccc2)C1=O	1	-4	-5	.	0	1	.	2	.
COC(=O)c1ccc(NC(=O)c2sc3nc(-c4ccccc4)cn3c2C)cc1	11	18	0	0	2	12	1	-8	-1
O=C(NCCC(c1ccccc1)c1ccco1)c1cccs1 (stereo not drawn)	1	-6	3	5	-1	.	-5	-2	-2
O=C(CSc1nnc(NCc2ccccc2)s1)NC1CCS(=O)(=O)C1 (stereo not drawn)	1	-4	-5	2	-1	0	-20	5	-2

The list goes on:
SMILES	M4 ag	CHRM5 antagonist	M4 antag	CHRM1 PAM	M5 ag	TAAR1 ag	M1 antag	M5 PAM	CHRM1 agonist
CCN(CC)Cc1cc(CC(C(N)=O)C(N)=O)ccc1OC	0	-3	-5	13	-7	1	-20	3	-3
CC1CCC(NC(=O)CCCCn2c(=O)[nH]c3ccsc3c2=O)CC1 (stereo not drawn)	2	8	-4	6	-3	1	-10	5	-2
Cc1ccc(C(=O)CSc2nc(-c3ccccc3)cc(=O)[nH]2)cc1	0	0	8	7	3	6	0	11	-7
CCN(CC)C(=O)Cn1c(=O)n(Cc2ccccc2Cl)c2c1c(=O)n(C)c(=O)n2C	0	-7	-14	6	3	2	-5	1	-7
CC(=O)NCC(=O)OCC(=O)c1ccc(Br)cc1	1	-9	1	11	3	3	-17	0	-8
Cc1ccc(-n2ncc3c(=O)n(CC(=O)NCC4CCCO4)cnc32)cc1 (stereo not drawn)	0	0	11	5	3	-4	0	-3	-3
CCn1c(=O)cc(OCC(=O)N(C)C2CCCCC2)c2ccccc21	3	4	18	14	1	14	-11	0	-4
C/C(Cl)=C/Cn1c(NCCCn2ccnc2)nc2c1c(=O)[nH]c(=O)n2C	0	-3	2	-7	-11	7	7	-5	-6
C/C(=N/NC(=O)c1ccc(O)cc1)c1cccc([N+](=O)[O-])c1	0	-6	0	-8	-2	1	1	1	-8
CC(C)OC(=O)CSc1nc2cccnc2n1C1CCCCC1	-2	5	-4	-8	-8	15	12	-1	-7
Cc1ccnc(NC(=O)CCC(=O)N(CC(=O)NC(C)(C)C)c2ccc(F)c(Cl)c2)c1	4	13	0	7	1	2	-3	-4	-2
Cc1ccc2c(c1)C1(C)C(C(C)(C)N2C=O)C1(Cl)Cl (stereo not drawn)	-1	7	5	2	-16	14	-10	2	-6
C=CC[C@@H](Cc1ccc(F)cc1)C(=O)OC[C@H]1CCCN1C(=O)[C@H](CC=C)CC(=O)N[C@H](CO)Cc1ccccc1	9	3	-2	12	3	13	3	-2	1
CC(c1ccccc1)N(C)C(=O)CN1CCN(S(=O)(=O)c2ccc3c(c2)OCCCO3)CC1 (stereo not drawn)	9	5	-15	3	2	-1	-5	-1	-1
C=CCN(c1ccccc1)S(=O)(=O)c1cccc(C(=O)OCC(=O)NCCOC)c1	1	-1	0	6	-3	-2	-8	2	-5
O=NN(CC(=O)NNc1ccccc1)CC(=O)NNc1ccccc1	0	4	12	-5	4	1	11	-10	1
COc1ccc(-c2noc(CNC(=O)CCN3C(=O)[C@H]4CC=CC[C@H]4C3=O)n2)cc1	2	0	9	14	-2	2	-8	3	5
CCc1ccc(CNC(=O)c2ccc(OC)c(OC3CCN(C(C)C)CC3)c2)nc1	1	-2	5	-3	-7	2	4	-3	-5
O=C(CCN1C(=O)C2CCCCC2C1=O)NNC(=O)c1cccc(Cl)c1 (stereo not drawn)	1	1	2	1	0	2	-7	-3	-6
CCOC(=O)c1cnc2ccc(Cl)cc2c1Nc1ccc(S(=O)(=O)Nc2ncccn2)cc1	0	4	0	8	0	1	-6	-4	-2
Cc1ccc(NC(=S)N(CCCN2CCOCC2)Cc2cccs2)c(C)c1	1	4	-9	0	-4	0	6	4	-8
CCN(CC)C(=O)c1ccc2nc([C@@H]3O[C@H](CO)[C@H](O)[C@H](O)[C@H]3O)[nH]c2c1	1	-2	-4	9	0	1	-11	0	-1
O=C(Nc1nnc([C@@H]2C[C@H](O)[C@@H](CO)O2)s1)NC1CCCCC1	1	-1	-15	16	1	3	-15	0	0
C#CCOCCOCCOCCNc1nc(N2CCN(C(=O)[C@H](CCCCN)n3cc(CN)nn3)CC2)nc(N2CCN(C(=O)[C@H](CCC(=O)O)n3cc([C@@H](N)[C@H](C)CC)nn3)CC2)n1	0	-4	-5	3	1	0	3	1	-3
O=C(COc1ccc2cc(Br)ccc2c1Br)N1CCOCC1	7	13	1	7	-4	3	-8	2	-2
CCOc1ccc(-n2cc(-c3ccccc3)c3c(N4CCOCC4)ncnc32)cc1	9	13	8	-12	-2	13	17	-16	-8
CCCCOc1ccc(C2C(C(=O)c3cccs3)=C(O)C(=O)N2CCN2CCOCC2)cc1 (stereo not drawn)	1	2	12	3	3	0	0	3	-4
COc1ccccc1OCC(O)CN1CCOCC1 (stereo not drawn)	1	3	2	0	-3	2	-4	4	-5
Cc1cccc(NC(=O)CN(C)S(=O)(=O)c2ccc3c(c2)n(C)c(=O)c(=O)n3C)c1C	2	9	-3	3	-4	-1	1	-3	-4
Cn1c(SCc2ccccc2)nc(C(F)(F)F)cc1=O	14	7	1	-13	-2	12	9	-16	-8
COc1ccc(CCC(=O)Nc2ccc(-c3noc(-c4ccc(OC)c(OC)c4)n3)cc2)cc1	1	4	2	1	-4	3	3	3	-2
COc1cccc(COC(=O)C2CC(=O)N(Cc3ccco3)C2)c1OC (stereo not drawn)	2	-6	-8	13	-2	1	-8	3	0
Cc1cc2c(N=NC(=O)CCc3ccccc3)c(O)[nH]c2cc1Br	0	-9	-12	11	1	-2	-13	0	0
Cc1oc(-c2ccccc2Cl)nc1Cn1cccc1C1=NC(c2ccccc2)CO1 (stereo not drawn)	3	0	-2	6	-10	-1	-4	-12	-2
COc1ccc(S(=O)(=O)N2CCN(Cc3cc(OC)c(OC)c(OC)c3)CC2)cc1	1	-2	-6	14	-4	-1	-26	-3	-2
CCc1c(O)nc(SCC(=O)Nc2ccccc2)n(-c2ccccc2C)c1=O	0	-3	-11	29*	1	12	-28	1	6
Cc1cc(C)nc(NC(=O)Nc2ccccc2C(F)(F)F)n1	0	1	-3	1	-4	23	0	-6	-6
COC(=O)c1c(NC(C)=O)sc(C(=O)N2CCOCC2)c1C	1	-3	-17	9	-3	3	-17	5	-1
O=C(NCc1ccccc1)c1ccc(=O)oc1	0	-11	-9	11	3	4	-11	14	-3
Cc1cc(C)nc(SCC(=O)NN=C2CCCC2)n1	2	-16	-15	-2	-1	10	3	-3	-4
CCOC(=O)c1c2c(c(=S)n(-c3ccccc3)c1N)CCC2	0	-6	-2	8	2	7	-4	-2	-1
Cc1nc2nc(CSc3nc4ccccc4s3)cc(=O)n2[nH]1	0	7	2	8	-4	2	-9	1	-2
Cc1nn(-c2ccccc2)c(C)c1/C=C/C(=O)OCC(=O)NC1CCS(=O)(=O)C1 (stereo not drawn)	1	9	-14	7	0	-2	0	7	-3
COc1ccc(NC(=O)c2cc(-c3ccc(C)o3)nc3ccccc23)c(OC)c1	13	10	20	-8	0	7	22	-16	-3
COc1ccc(OCC(=O)NCc2nc(-c3ccccc3)no2)cc1	0	1	-3	13	3	8	-16	4	-2
COc1ccc(CCNC(=O)Cc2ccsc2)cc1	0	5	-7	10	-6	1	-12	5	-1
NC(=O)C1CCCN(C(=O)c2ccc(NC(=O)c3cccs3)cc2)C1 (stereo not drawn)	0	10	8	1	2	3	3	1	-4
COc1ccc(-c2cnn3cc(-c4cccc(Cl)c4)cnc23)cc1	0	3	6	3	-1	4	-4	-1	-5
O=C(CCc1nc(-c2ccccc2Cl)no1)NC1CCCCC1	2	10	-4	2	-1	-1	-8	0	0
O=C1N/C(=N\S(=O)(=O)Cc2ccccc2)S/C1=C/c1cccc([N+](=O)[O-])c1	0	-4	10	3	1	-4	-8	0	-1
CN(C)CCNC(=O)c1cc(Br)ccc1Cl	2	18	-7	7	-5	6	-10	-7	-7
O=C(OCc1ccccc1)N(CCF)c1cn(Cc2ccccc2)c(=O)n(Cc2ccccc2)c1=O	2	-1	-3	2	-4	1	-5	-2	-3
CC1(C(=O)Nc2cccc3c2CCCC3)CCN1C(=O)c1cccc(F)c1 (stereo not drawn)	1	5	-19	7	-1	5	-15	-3	-5
O=C(Nc1ccc(C(F)(F)F)cc1)C1(c2ccccc2)CC1	-1	-6	-18	-6	-5	11	-6	-1	-9

Only part of the results is shown; the hit share may differ from the screen's.
